ST2 inh: inhibitors of human ST2 (IL1RL1) binding to IL-33 | Q01638 | AlphaLISA ST2-Fc/biotin-IL-33 interaction, 1 h | 78,000 compounds, 2.3% hits | inhibition, % for hits at 17 µM; in the data active = inhibition above about 30%; inconclusive = mostly about 10% to 28%
Target sequence (Q01638 whole entry, looked up): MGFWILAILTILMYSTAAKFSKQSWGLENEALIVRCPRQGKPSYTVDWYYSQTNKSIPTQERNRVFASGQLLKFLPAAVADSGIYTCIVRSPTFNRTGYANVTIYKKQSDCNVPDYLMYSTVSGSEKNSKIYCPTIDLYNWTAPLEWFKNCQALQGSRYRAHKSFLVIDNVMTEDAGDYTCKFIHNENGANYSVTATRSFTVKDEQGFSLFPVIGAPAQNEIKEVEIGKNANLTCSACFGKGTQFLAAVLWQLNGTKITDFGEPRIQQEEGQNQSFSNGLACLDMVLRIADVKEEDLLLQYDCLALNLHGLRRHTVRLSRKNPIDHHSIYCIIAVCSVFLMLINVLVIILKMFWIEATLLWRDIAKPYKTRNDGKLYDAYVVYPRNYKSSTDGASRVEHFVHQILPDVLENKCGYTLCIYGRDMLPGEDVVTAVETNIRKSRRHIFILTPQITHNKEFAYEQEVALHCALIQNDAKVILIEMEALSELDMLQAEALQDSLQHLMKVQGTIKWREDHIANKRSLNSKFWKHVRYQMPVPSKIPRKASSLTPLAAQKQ
Numbers without * were called inactive; i = inactive; u = inconclusive. This is a subset; the hit share may differ from the screen's.

SMILES	ST2 inh
COc1ccc(-c2nnc(NC(=O)c3ccc(S(=O)(=O)N4CCCCC4)cc3)o2)c(OC)c1	u
Cc1cccc2[nH]c(CCN(C)C(=O)CC3C(=O)NCCN3CC(C)C)nc12 (stereo not given)	i
CC1=C[C@@H](CNC(=O)C2CC2)[C@H](C(C)C)C[C@H]1CC(=O)Nc1ccccn1	u
CCN(CC)C(=O)[C@@H]1C[C@@H](N)CN1S(=O)(=O)N1CCOCC1	u
CCSc1nc2c(c(=O)[nH]1)C(c1ccc(N(CC)CC)cc1)C1=C(CC(C)(C)CC1=O)N2 (stereo not given)	i
COc1ccc(C(=O)NC[C@H]2O[C@@H](CC(=O)N(C)Cc3ccccc3)[C@H](O)[C@@H]2O)cc1	u
COc1cccc2sc(=NC(=O)c3ccccc3)n(C)c12	i
O=C(O)c1[nH]c2ccccc2c1CC(=O)N1CCCCC1	i
COc1ccc(NS(=O)(=O)c2ccc3[nH]c(=O)sc3c2)c(OC)c1	i
CC(=O)NCCc1cn(-c2ccc(-c3ncc(C)cn3)cc2)cn1	u
CCOC(=O)C1=C(C)Nc2ncnn2C1c1ccc(N(C)C)cc1 (stereo not given)	i
O=C(O)c1ccc(NC2=NC3CS(=O)(=O)CC3S2)cc1 (stereo not given)	i
COc1cccc(OC)c1C(=O)N1CCN=C1SCc1cccnc1	i
CC(=O)c1ccc(N2C(=O)C3C4c5ccccc5C(C)(c5ccccc54)C3C2=O)cc1 (stereo not given)	u
CCC(C)NC(=O)CSc1nc2ccccc2c2nc3ccccc3n12 (stereo not given)	i

Among those listed so far, these have sulfur.
SMILES	ST2 inh
COc1ccc(-c2nnc(NC(=O)c3ccc(S(=O)(=O)N4CCCCC4)cc3)o2)c(OC)c1	u
CCN(CC)C(=O)[C@@H]1C[C@@H](N)CN1S(=O)(=O)N1CCOCC1	u
CCSc1nc2c(c(=O)[nH]1)C(c1ccc(N(CC)CC)cc1)C1=C(CC(C)(C)CC1=O)N2 (stereo not given)	i
COc1cccc2sc(=NC(=O)c3ccccc3)n(C)c12	i
COc1ccc(NS(=O)(=O)c2ccc3[nH]c(=O)sc3c2)c(OC)c1	i
O=C(O)c1ccc(NC2=NC3CS(=O)(=O)CC3S2)cc1 (stereo not given)	i
COc1cccc(OC)c1C(=O)N1CCN=C1SCc1cccnc1	i
CCC(C)NC(=O)CSc1nc2ccccc2c2nc3ccccc3n12 (stereo not given)	i

More records.
SMILES	ST2 inh
O=C(CCOc1ccccc1)NC1CC(=O)N(Cc2cccc(F)c2)C1 (stereo not given)	i
COc1ccc(Oc2coc3c(CN(CC(C)C)CC(C)C)c(O)ccc3c2=O)cc1	i
Cc1ccc(CN2CCN(c3ccccc3)CC2)o1	u
Cc1ccc2[nH]c3c(c2c1)CCCC3NCc1ccc(F)cc1 (stereo not given)	32%*
CCCCN1CCN(C(=O)Cc2ccccn2)CC1=O	i
O=C(C1CC1)N1CCc2cc(Br)cc(S(=O)(=O)NCCN3CCCCCC3)c21	u
CC(C)Sc1oc(-c2ccco2)nc1S(=O)(=O)c1ccc(F)cc1	u
CC(=O)Oc1ccc2c(=O)c(Oc3ccc(Br)cc3)coc2c1	i
O=C(CCc1ccccc1)N(c1ccc(Br)cc1)C1C=CS(=O)(=O)C1 (stereo not given)	i
CCCC(C)(C)NC(=O)c1ccccc1	i
CCC1CN(Cc2cncn2CC(C)C)CCC(=O)N1Cc1ccccc1 (stereo not given)	i
Cn1c(=O)c2c(nc(Oc3cc(Cl)ccc3Cl)n2C)n(C)c1=O	u
Cn1cc(C(=O)NCCCN2CCN(c3ccccc3F)CC2)c2c3ccccc3n(C)c2c1=O	i
Cc1ccc(CN2CCC(O)CC2)cc1	i
O=C(Nc1ccccc1)N1C[C@@H]2C[C@H](C1)c1ccc(-c3ccc(OC(F)(F)F)cc3)c(=O)n1C2	33%*

Six records drawn at random from the list so far:
SMILES	ST2 inh
Cc1ccc2[nH]c3c(c2c1)CCCC3NCc1ccc(F)cc1 (stereo not given)	32%*
COc1ccc(Oc2coc3c(CN(CC(C)C)CC(C)C)c(O)ccc3c2=O)cc1	i
Cn1cc(C(=O)NCCCN2CCN(c3ccccc3F)CC2)c2c3ccccc3n(C)c2c1=O	i
O=C(CCc1ccccc1)N(c1ccc(Br)cc1)C1C=CS(=O)(=O)C1 (stereo not given)	i
CC(=O)c1ccc(N2C(=O)C3C4c5ccccc5C(C)(c5ccccc54)C3C2=O)cc1 (stereo not given)	u
COc1cccc(OC)c1C(=O)N1CCN=C1SCc1cccnc1	i

Nothing new here: entries from further up.
SMILES	ST2 inh
O=C(CCOc1ccccc1)NC1CC(=O)N(Cc2cccc(F)c2)C1 (stereo not given)	i
COc1ccc(Oc2coc3c(CN(CC(C)C)CC(C)C)c(O)ccc3c2=O)cc1	i

The listing continues:
SMILES	ST2 inh
COc1ccc(OC)c(S(=O)(=O)Nc2cccc(Cl)c2)c1	i
Cc1ccc(C)c(C(=O)c2ccccc2C(=O)O)c1	i
c1ccc2[nH]c(CCSCCc3nc4ccccc4[nH]3)nc2c1	i
CCCCOc1ccc(-c2[nH]ncc2Oc2ccccc2)c(O)c1	i
CCCCNc1nc(-c2nnc(-c3ccc(C)cc3)o2)nc2ccccc12	i
COc1ccc(-n2c(SCC(=O)NCC3CCCO3)nc3c([nH]c4ccccc43)c2=O)cc1 (stereo not given)	i
COc1cccc(N2C(=O)C3C4C=CC(CC4)C3C2=O)c1 (stereo not given)	u
CCS(=O)(=O)N1CCOC(Cc2cccc(F)c2)C1 (stereo not given)	i
CCOC(=O)C1=C(N)OC2=C(C(=O)CC(c3ccccc3)C2)C1c1ccc(O)c(OC)c1 (stereo not given)	u
CC(C)NC(=O)N[C@H]1C[C@@H](c2nc(-c3ccncc3)no2)N(C)C1	i
CC(C)(C)c1nnc([C@H]2CCN(Cc3ccco3)C2)o1	i
COc1ccccc1C1Nc2ccccc2NC2=C1C(=O)CCC2 (stereo not given)	u
Cn1cc(CN2CCCN(C(=O)c3ccco3)CC2)c(-c2ccc(C3CCCCC3)cc2)n1	i
Cn1c(=O)c2c(nc3n(Cc4ccccn4)c(C45CC6CC(CC(C6)C4)C5)cn23)n(C)c1=O	i
CC(Cn1ccnc1C1CCN(C(C)C)CC1)Oc1cccnc1 (stereo not given)	i
O=C(NCCCCNc1ccc(C(F)(F)F)cc1[N+](=O)[O-])c1ccc(Cl)cc1	u
COc1ccc(C(O)=C2C(=O)C(=O)N(CCCN(C)C)C2c2ccncc2)cc1OC (stereo not given)	i
O=C(Cn1nc(-c2ccccc2)c2ccccc2c1=O)N1CC[C@H](O)[C@@H](O)C1	u
c1ccc(Cn2ccc3ccccc32)cc1	i
COC(=O)[C@@H](Cc1cccnc1)NC(=O)[C@H]1CN(C(C)=O)CCN1C(=O)c1cccs1	i
Cc1ccccc1-c1cccc(C(=O)NC(C)c2cnn(C)c2)c1 (stereo not given)	i
Cc1ccccc1-c1cc(N2CCN(S(C)(=O)=O)CC2)ncn1	i
CCOC(=O)C1C(=O)C=C(c2cccs2)CC1c1ccccc1C (stereo not given)	u
Cn1c(=O)c2c(nc(NCCOCCO)n2Cc2ccc(Cl)cc2)n(C)c1=O	i
CCOc1ccc(S(=O)(=O)NCC(=O)O)cc1	i
Cn1c(=O)[nH]c(=O)c2c1nc(N1CCCCC1)n2Cc1ccc(Cl)cc1	i
Cn1c(=O)[nH]c(=O)c2c1nc(Br)n2CCO	u
CCc1ccc(OCC(=O)O)cc1	u
COc1ccc(C(=O)Nc2ccc(S(=O)(=O)N3CCCC3)cc2)cc1[N+](=O)[O-]	u
COc1cc(Br)ccc1NC(=O)CN1CCN(C)CC1	i
O=C(O)CC(CCc1ccccc1)CC(=O)O	i
O=C(CCS(=O)(=O)c1cccc2nonc12)N1CCOCC1	i
CO[C@H]1/C=C/[C@@](C)(O)/C=C/C(=O)O[C@H](C)[C@@H](C)CC/C=C/1C	u
COc1ccc(CN(C)C(=O)[C@@H]2C[C@H](N)CN2C)c2ccccc12	i
Cc1ccc2[nH]nc(C(=O)NCCS(=O)(=O)N(C)C)c2c1	i
CCC(C)OC(=O)C1=C(C)NC2=C(C(=O)C(C(=O)OC)C(C)C2)C1c1ccc(O)c(OC)c1 (stereo not given)	i
CC[C@H]1CN(C(=O)c2ccnc(Cl)c2)CC[C@H]1CC(=O)NCc1ccc2c(c1)OCO2	u
CC(C)(C)NCCCOc1ccc(Br)cc1Cl	i
N#Cc1c(Nc2ccc(Cl)cc2)[nH]c(=O)c(C#N)c1Nc1ccccc1	i
O=C(Cc1cccs1)Nc1c(C(=O)Nc2ccc(F)cc2)oc2ccccc12	i
COc1ccc(C(=O)n2nnc3ccccc32)cc1	i
O=C(c1ccc(F)cc1)N1CCN=C1SCc1cccnc1	i
CC(Oc1ccc(Cl)cc1Cl)C(=O)N1CCOCC1 (stereo not given)	i
COc1cccc(OC)c1CNC(=O)c1cc(NC(C)=O)ccc1Cl	i
Cc1ccn2c(NC3CCCC3)c(-c3ccccn3)nc2c1	38%*
CC1CCN(CCCNC(=O)C2CC(=O)N(C3CCCCCC3)C2)CC1 (stereo not given)	u
COc1ccc(NC(=O)C2CC(Cl)=CCC2C(=O)O)cc1 (stereo not given)	i
Cc1ccsc1C(=O)N1CCC(CCC(=O)N2CCC(Cc3ccccc3)CC2)CC1	i
CCNc1ncc(C(=O)N2C[C@@H]3C4CCC(CC4)[C@@H]3C2)cn1	i
N#Cc1c2c(c(=O)n3c1[nH]c1ccccc13)CCCC2	i
O=C(O)CN1C(=O)C(=O)c2ccccc21	u
C=CCN(Cc1ccccc1Cl)C(=O)c1cc(C2CC2)[nH]n1	i
CC(C)c1nccn1C(C)C(=O)NCc1cc2ccc(F)cc2[nH]c1=O (stereo not given)	u
CC(C)Sc1oc(-c2ccco2)nc1S(=O)(=O)c1ccccc1	i
CCC1CN(CCC(=O)NCCC2COc3ccccc3O2)Cc2cc(OC)ccc2O1 (stereo not given)	u
CC(=O)Nc1ccc(S(=O)(=O)N2CCN(CC3CC4C=CC3C4)CC2)cc1 (stereo not given)	i
COc1ccc(NC(=O)c2oc3ccccc3c2NC(=O)C(C)Oc2ccccc2)cc1 (stereo not given)	i
O=C(ON1C(=O)c2ccccc2C1=O)c1ccc([N+](=O)[O-])cc1	i
CSCC(=O)N1CCOC(CCc2ccccc2)C1 (stereo not given)	i
Cc1cccc(CN2CCCN(CC(=O)NCc3ccc(F)cc3)S2(=O)=O)c1	u

(continued)
SMILES	ST2 inh
COc1ccnc(CN2CCC=C(C(C)NC(C)=O)C2)c1OC (stereo not given)	i
CNCC(=O)N1CCCC(c2nc3c(C)cccc3[nH]2)C1 (stereo not given)	i
Cc1ccc(C(=O)NCc2ccccc2)cc1	i
Cc1ccc(C(=O)N2C(C(=O)O)CSC2c2ccccc2Cl)cc1[N+](=O)[O-] (stereo not given)	i
CCOCCCNC(=O)c1cc2cc3ccc(C)cc3nc2s1	u
CC(C)C[C@@H](N)C(=O)NCc1ccc2nsnc2c1	u
Cc1nonc1CN(C)Cc1nc(-c2cccc(C(F)(F)F)c2)oc1C	u
CNC(=O)[C@@H]1C[C@H](N)CN1C(=O)c1cc2ccccc2cn1	u
CC(=O)Nc1ccc(C(=O)Nc2ccc(C(C)C)cc2)cc1	i
NC(=O)c1ccc(NC(=O)CSc2ccccc2)cc1	i
CC1=C(C(=O)OCc2ccccc2)C(c2ccccc2)n2ncnc2N1 (stereo not given)	i
Cc1cccc2c3c([nH]c12)CCN(Cc1ccccc1)C3	i
O=[N+]([O-])c1ccc(CN2CCN(Cc3ccc4c(c3)OCO4)CC2)s1	u
O=C(Nc1cccc(Cl)c1)c1cccs1	i
Cc1ccc(NC(=O)Cn2cc(F)c(=O)n(CC(=O)Nc3ccc(C)cc3)c2=O)cc1	i
O=C(c1cc2sc3ccccc3c2s1)N1CCOCC1	u
O[C@@H]1C[C@@H](c2nc(-c3ccc4c(c3)OCO4)no2)N(Cc2ccncc2)C1	i
COC(=O)c1ccn(CC(=O)Nc2cc(C)nn2C2CCCCC2)n1	i
COc1ccc(S(=O)(=O)NC[C@H]2O[C@@H](CO)[C@@H](O)[C@H]2N2CCN(C)CC2)cc1	i
CC(C(=O)O)c1nn(C)c(=O)c2ccccc12 (stereo not given)	u
Nc1ccc(NC(=O)c2cc(Cl)ccc2O)c(Cl)c1	u
O=c1/c(=C/c2ccncc2)sc2nc3ccccc3n12	u
Cc1cc(-c2ccccc2)n[nH]1	i
CN(Cc1ccc(C#CCO)s1)C1Cc2ccccc2C1	u
COc1cccc(-c2cc(N3CCN(S(=O)(=O)c4cc(OC)ccc4OC)CC3)ncn2)c1	i
COc1ccc(NC(=O)c2c(F)c(F)c(F)c(F)c2F)c([N+](=O)[O-])c1	i
COc1ccc(C2CC(c3ccc(OC)cc3)n3nc(N)nc3N2)cc1 (stereo not given)	u
COc1ccc(C(=O)Nc2cccc(N3CCCS3(=O)=O)c2)cc1OC	i
CN(C)CCNC(=O)C1(O)c2ccccc2NC(=O)N1c1ccccc1 (stereo not given)	i
O=C(c1cccc(F)c1F)N1CCCCC1	i
COC1CCN(C(=O)CC2C(=O)NCCN2Cc2ccc(F)cc2Cl)CC1 (stereo not given)	i
Cc1ccccc1Cn1cc(C(=O)Nc2ccc(F)c(F)c2F)ccc1=O	i
CC(C)(Oc1ccc(Cl)cc1)C(=O)N1CCN=C1SCc1cccnc1	i
COc1ccc(-c2c(C)oc3cc(O)ccc3c2=O)cc1OC	i
O=C(CSc1nc2ccccc2o1)N1CCCc2ccccc21	u
CCc1ccc(C2NC(=O)NC(C)=C2C(=O)OCCSC)cc1 (stereo not given)	i
CC(=O)N1CCN(c2ncccc2CNC(=O)CSc2ccccc2)CC1	i
Cc1nc2c(c(=O)n1C)CCN(Cc1ccc(Sc3nncn3C)o1)CC2	u
O=C(Nc1cc2cccc([N+](=O)[O-])c2oc1=O)c1cccc(I)c1	i
CCOC(=O)Cn1c(=O)n(-c2ccc(C)c(C)c2)c2nc(-c3ccc(F)cc3F)nc(C(N)=O)c21	i
O=C(CCS(=O)(=O)c1cccs1)Nc1ccc(C(=O)Nc2ccc(F)cc2)cc1	i
COc1ccc(-c2cc(C(=O)Nc3cc(C)on3)no2)cc1OC	i
CC(C)CC(NC(=O)C1(C(F)(F)F)CC1)c1nnc2n1CCNCC2 (stereo not given)	i
O=C(O)CCC(=O)Nc1ccc(Cl)cn1	i
Nc1nc(N)nc(-c2ccc(Oc3ccccc3)cc2)n1	i
O=C(NC1CCCCCC1)C1c2ccccc2Oc2ccccc21	u
O=C(CCc1ccc2c(c1)OCO2)NCc1cccnc1-n1ccnc1	u
Cc1ccsc1CN(C)C(=O)c1ccc(OCC(N)=O)cc1	u

Source: PubChem
